Screening data as filed in PubChem.
TDP1 inh: qHTS Assay for Inhibitors of Tyrosyl-DNA Phosphodiesterase (TDP1). Tyrosyl-DNA phosphodiesterase 1 (Homo sapiens), Q9NUW8. recombinant TDP1, AlphaScreen DNA substrate cleavage. Potency, µM (doses to about 130 µM), for inactives: at the highest dose activity change, negative = inhibition, hits mostly inhibitors. actives 0.28% (n = 350,000). AID 485290, 2010; note: nearly all actives have a fitted effect of over 40% in size
Target sequence (Q9NUW8 whole entry, looked up): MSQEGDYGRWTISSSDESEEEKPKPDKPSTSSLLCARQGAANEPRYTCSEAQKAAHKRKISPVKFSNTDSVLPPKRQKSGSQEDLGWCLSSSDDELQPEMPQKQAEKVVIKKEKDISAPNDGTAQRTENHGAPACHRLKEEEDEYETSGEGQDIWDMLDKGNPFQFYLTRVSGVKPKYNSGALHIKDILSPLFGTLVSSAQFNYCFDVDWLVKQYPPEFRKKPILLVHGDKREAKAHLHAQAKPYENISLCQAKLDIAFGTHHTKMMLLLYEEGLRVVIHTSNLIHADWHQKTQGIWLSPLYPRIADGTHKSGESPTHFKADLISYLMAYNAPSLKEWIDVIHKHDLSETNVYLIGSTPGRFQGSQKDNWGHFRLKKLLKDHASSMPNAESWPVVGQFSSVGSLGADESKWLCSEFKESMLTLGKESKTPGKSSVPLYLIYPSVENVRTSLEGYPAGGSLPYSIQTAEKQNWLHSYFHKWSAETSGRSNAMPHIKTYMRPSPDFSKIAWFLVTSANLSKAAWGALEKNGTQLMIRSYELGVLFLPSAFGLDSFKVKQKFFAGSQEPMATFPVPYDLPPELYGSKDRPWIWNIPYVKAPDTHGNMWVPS
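Compounds were preincubated with Tdp1 (1 nM final) for 15 min at room temperature before substrate (15 nM final) started a 5 min reaction; beads (10 ug/ml final) were then added for 10 min before AlphaScreen detection.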
TDP1 cell noCPT: qHTS for Inhibitors of human tyrosyl-DNA phosphodiesterase 1 (TDP1): qHTS in cells in absence of CPT; DT40 Tdp1-/- hTDP1 cells, no CPT, ATP luminescence, 48 h; Potency, µM (highest dose often 46.2 µM), inactives show at the highest dose activity change, negative = growth inhibition, most hits filed as inhibitors; actives 15% (n = 420,000); note: nearly all actives have a fitted effect of over 55% in size
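Compound effects on proliferation are scored in DT40 Tdp1-/-;hTDP1 cells in the absence of CPT. ATP levels (CellTiter-Glo luminescence) are recorded after a ≥48 hr, 37 °C incubation.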
DT40 TDP1 CPT: qHTS for Inhibitors of human tyrosyl-DNA phosphodiesterase 1 (TDP1): qHTS in cells in presence of CPT | actives 12% (n = 420,000) | chicken DT40 Tdp1-/-;hTDP1 cells + 20 nM CPT, ATP luminescence, 48 h | Potency, µM (top dose mostly 46.2 µM), inactives show at the highest dose activity change, negative = growth inhibition, usual class: inhibitors; note: nearly all actives have a fitted effect of over 55% in size
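Chicken DT40 Tdp1-/- cells stably complemented with human TDP1 were seeded at 400 cells/well in medium containing 20 nM camptothecin, exposed to pin-transferred compounds, and grown at 37 °C for at least 48 hr. Viability was read as ATP luminescence.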
The depositor's hits bear a star; ? = inconclusive; · = not tested or not shown; & = joins results of further samples; [ ] = another dose, or the depositor's remark. Calls come from the whole dose curve; as a rule, active = well fitted curve in the direction sought with a large enough effect; inconclusive = small, poorly fitted or top-dose-only effect, or another doubt; inactive = no such curve, though single readings can be large; an effect the other way counts as inactive or inconclusive. % is set by controls: 0 for no effect and ±100 for the full control effect; potency is the fitted concentration of half-maximal effect.

SMILES | TDP1 inh | TDP1 cell noCPT | DT40 TDP1 CPT
COC(=O)c1sc2nc(N3CCCCC3)c3c(c2c1N)CCCC3 | 0% | -28% | -15%
Cc1noc(N)c1C(=O)Nc1ccccc1F | -1% | 9% | -3%
COC(=O)c1cccc(-n2c(CCC(=O)O)ccc2-c2ccc(OC)cc2)c1 | 4% | 15µM* | 15µM*
O=C(CN1C(=O)c2ccccc2C1=O)NN1C(=O)c2ccccc2C1=O | -1% | -1% | -2%
Cc1ccc(CSc2nc3ccncc3n2Cc2nc(-c3ccccc3C)oc2C)cc1 | 8% | ? | ?
O=C(Cn1cc(S(=O)(=O)Cc2ccccc2Cl)c2ccccc21)NCc1ccccc1Cl | 7% | ? | ?
O=C(NCc1ccco1)c1ccc(Cn2c(=S)[nH]c3ccccc3c2=O)cc1 | -5% | 9% | 12%
O=C(CC1SC(N2CCCC2)=NC1=O)Nc1ccc(C(=O)Nc2ccccc2)cc1 (configuration not stated) | · | 0% | 5%
O=C(NCC1CCCN1S(=O)(=O)c1cccs1)c1ccc(F)cc1 (configuration not stated) | -13% | ? | ?
c1nc(NCCN2CCOCC2)c2cc(-c3ccc4c(c3)OCO4)ccc2n1 | 9%[56.1 µM] | ? | ?
CCS(=O)(=O)n1nc(-c2ccccc2)cc1N | 4% | -3% | 2%
CCCCn1nc(C(=O)Nc2cc(S(=O)(=O)N(C)C)ccc2C)c2ccccc2c1=O | -3% | -9% | -1%
COc1cnc(-c2ccccn2)nc1Oc1c(C)cccc1C | 4% | 3.3µM* | 3.3µM*
Cc1cccc(C(=O)NC(NCc2ccco2)C(Cl)(Cl)Cl)c1 (configuration not stated) | 3% | ? | ?
CCn1c(COc2ccc(C(C)C)cc2)nnc1SCC(=O)Nc1nccs1 | -3% | -19% | -25%
O=c1c(-c2ccc(O)cc2)coc2c(C3OC(CO)C(O)C(O)C3O)c(O)ccc12 (configuration not stated) | 8%[56.1 µM] | -4% | -7%
COc1ccccc1CN1CCCC2(CCN(C(=O)c3ccco3)CC2)C1 | · | -1% | 6%
O=C(CSc1nc2ccsc2c(=O)n1-c1ccc(Cl)cc1)NCc1ccc(Cl)cc1 | 0% | ? | ?
O=C(c1ccc(NS(=O)(=O)c2ccc3c(c2)OCCO3)cc1)N1CCCCC1 | · | 21µM* | ?
CCOC(=O)c1scc(-c2ccc(C)cc2)c1S(=O)(=O)Nc1ccc(F)c(F)c1 | 5% | ? | -13%
COc1ccc(CCNC(=O)CSc2ccsc2[N+](=O)[O-])cc1OC | 0% | -3% | -7%
Cc1nnc(SCC(=O)NCc2ccccc2Cl)c2nn(-c3ccccc3)c(C)c12 | 3% | 23µM* | ?
Cc1ccc(C(OC(=O)c2ccco2)C(=O)NCc2cccs2)cc1 (configuration not stated) | 1% | -12% | 6%
Cc1ccc2nc(SCC(=O)Nc3ccc(C)c([N+](=O)[O-])c3)[nH]c2c1 | 8% | -8% | ?

Some entries already given, limited to TDP1 cell noCPT.
SMILES	TDP1 cell noCPT
CCn1c(COc2ccc(C(C)C)cc2)nnc1SCC(=O)Nc1nccs1	-19%
O=c1c(-c2ccc(O)cc2)coc2c(C3OC(CO)C(O)C(O)C3O)c(O)ccc12 (configuration not stated)	-4%
COc1ccccc1CN1CCCC2(CCN(C(=O)c3ccco3)CC2)C1	-1%
O=C(CSc1nc2ccsc2c(=O)n1-c1ccc(Cl)cc1)NCc1ccc(Cl)cc1	?
O=C(c1ccc(NS(=O)(=O)c2ccc3c(c2)OCCO3)cc1)N1CCCCC1	21µM*

The results go on.
SMILES | TDP1 inh | TDP1 cell noCPT | DT40 TDP1 CPT
CCCCC(c1nnnn1CC1CCCO1)N1CCN(Cc2ccccc2)CC1 (configuration not stated) | 2% | -12% | -14%
CC(C)CN(C(=O)COC(=O)CCc1c[nH]c2ccccc12)C1CCS(=O)(=O)C1 (configuration not stated) | 2% | 6% | -10%
O=C(Cc1cccc2ccccc12)NNC(=O)Nc1cccc(Cl)c1 | -1% | -25% | -9%
COc1ccc([C@H]2CN(c3ccc(OC)cc3)C(=O)[C@@H]2CC(=O)Nc2ccccc2)cc1 | · | 13µM* | -17%
Cc1cc(NC(=O)CN2C(=O)/C(=C/c3cccc(Br)c3)SC2=S)no1 | 3% | ? | -24%
CCCCC(=O)Nc1ccc(NC(=O)c2cc(OC)c(OC)c(OC)c2)cn1 | 6% | ? | -20%
COc1ccc(Cl)cc1N(CC(=O)N1CCCCC1)S(C)(=O)=O | 0% | -9% | -1%
N#C/C(=N\O)c1nc(-c2ccccc2)cs1 | 2%&2% | -3%&11% | 1%&-26%
CC(C)CN(C(=O)COC(=O)c1nc(Cl)ccc1Cl)c1c(N)n(Cc2ccccc2)c(=O)[nH]c1=O | 3% | -8% | 2%
Cc1ccc(S(=O)(=O)N2c3ccc(S(N)(=O)=O)cc3CC2C)cc1 (configuration not stated) | 5% | ? | ?
CCC(C)NC(=O)CC(NS(=O)(=O)c1ccc(NC(C)=O)cc1)C(C)C (configuration not stated) | -3% | 8% | -5%
CCOC(=O)N1CCN(C(=O)CCn2nc(-c3ccccc3)ccc2=O)CC1 | 4% | ? | -2%

Some of the entries so far, field by field:
CC(C)CN(C(=O)COC(=O)CCc1c[nH]c2ccccc12)C1CCS(=O)(=O)C1 (configuration not stated)
  TDP1 inh = 2%
  TDP1 cell noCPT = 6%
  DT40 TDP1 CPT = -10%

O=C(Cc1cccc2ccccc12)NNC(=O)Nc1cccc(Cl)c1
  TDP1 inh = -1%
  TDP1 cell noCPT = -25%
  DT40 TDP1 CPT = -9%

COc1ccc([C@H]2CN(c3ccc(OC)cc3)C(=O)[C@@H]2CC(=O)Nc2ccccc2)cc1
  TDP1 inh = ·
  TDP1 cell noCPT = 13µM*
  DT40 TDP1 CPT = -17%

Cc1cc(NC(=O)CN2C(=O)/C(=C/c3cccc(Br)c3)SC2=S)no1
  TDP1 inh = 3%
  TDP1 cell noCPT = ?
  DT40 TDP1 CPT = -24%

The list goes on.
SMILES | TDP1 inh | TDP1 cell noCPT | DT40 TDP1 CPT
O=C(CSc1ncccn1)Nc1ccc2c(c1)OCO2 | 0% | -11% | -18%
CCCn1c2ccccc2c2cnn(CC(=O)NCC3CCN(Cc4ccc(C)cc4)CC3)c(=O)c21 | -1% | 10µM* | 21µM*
S=c1[nH]nc(-c2cccnc2)n1-c1ccc2c(c1)OCCO2 | -1% | -18% | 3%
O=C(CC1CCCCC1)N1CCCC(c2nc(-c3ccc(S(=O)(=O)N4CCCC4)cc3)no2)C1 (configuration not stated) | 1% | 16µM* | 23µM*
CCc1nc2ccc(C(=O)NCCCn3ccnc3)cn2c1N(C)Cc1ccc(OC)cc1 | · | 15µM* | ?
N#CCCN(C(=O)CSc1nnc(-c2ccncc2)n1C1CC1)c1ccccc1 | -2%[56.1 µM] | -15% | 2%
CCc1ccc(-n2nnnc2SCC(=O)Nc2ccc(NC(C)=O)cc2)cc1 | · | -28% | -6%
CCOC(=O)c1c(NC(=O)C2CCCO2)sc(C)c1C (configuration not stated) | 1% | -29% | ?
Cc1ccc(C(=O)CSc2nccn2-c2ccccc2)cc1 | 3% | ? | ?
Cc1ccc(S(=O)(=O)/N=C(\CN2CCCCC2)N2CCOCC2)cc1 | 1% | -11% | -22%
COc1cc2nc(CN3C(=O)c4ccccc4C3=O)oc(=O)c2cc1OC | 1% | -18% | -4%
CCN(CCNC(=O)c1ccc(C#N)cc1)c1cccc(C)c1 | · | ? | ?
Cc1cc(C)cc(NS(=O)(=O)c2ccc(-c3cc(C)no3)s2)c1 | 5% | 2.6µM* | 2.6µM*
Cc1cc(C(=O)CCC(=O)N2CCN(c3ccccc3)CC2)c(C)s1 | -1% | -21% | 11%
Cc1ccc(S(=O)(=O)CCC(=O)NCCN2C(=O)S/C(=C\c3ccccc3)C2=O)cc1 | 3% | ? | ?
CC(Oc1ccc(Br)cc1)C(=O)Nc1ccc(S(=O)(=O)Nc2nccs2)cc1 (configuration not stated) | 4% | 8% | 8%
Cc1c(Cl)cccc1Nc1ccccc1C(=O)O | 1% | ? | ?
COc1cc(-c2n[nH]c(=S)n2Cc2ccccc2)cc(OC)c1OC | · | -25% | 0%
CCOc1c(Br)cc(CNc2ccc(N3CCN(C(C)=O)CC3)cc2)cc1OC | 7% | ? | 16µM*
COc1ccc(C2CC(=O)C3=C(C2)NC(C)=C(C(=O)Nc2ccccc2C)C3c2coc3ccc(C)cc3c2=O)cc1OC (configuration not stated) | 6% | ? | 21µM*
O=C(CN1CCN(C(=O)CCC(=O)N2CCC(c3ccccc3)=N2)CC1)Nc1ccc(F)cc1 | 5% | 23µM* | ?
Cc1ccc[n+](C(C)C(=O)Nc2ccc(C)c(C)c2)c1 (configuration not stated) | 5% | -29% | ?
COc1cccc(CNC(=O)c2cc(-c3ccc(Cl)s3)nc3ccccc23)c1 | 0% | ? | ?
O=C(CN1CCN(C/C=C/c2ccccc2)CC1)Nc1ccc(F)cc1F | -9% | ? | ?
O=C1c2cc(S(=O)(=O)N3CCOCC3)ccc2-c2ccc(S(=O)(=O)N3CCOCC3)cc21 | 0% | -28% | -29%
COCCNC(=S)NC1CC2CCC(C1)N2Cc1ccccc1 (configuration not stated) | · | 0% | 1%
O=C(Nc1cccnc1)c1cnn2cccnc12 | 2% | -7% | -11%
O=C(COc1cccnc1[N+](=O)[O-])NCCc1ccccc1 | -5% | -11% | -1%
Clc1ccc(Nc2ccccc2)nn1 | 6% | 3% | -7%
COc1ccc(Cn2c(CO)cnc2SCC(=O)Nc2ccc3c(c2)OCCO3)cc1 | 5% | ? | 2%
COc1cc2c(NC3CCN(C)CC3)nc(N3CCCN(C)CC3)nc2cc1OCC1CCNCC1 | · | -14% | -4%
O=S(=O)(Nc1ccc2cn[nH]c2c1)c1ccc(C(F)(F)F)cc1 | -2%[56.1 µM] | -16% | -20%
CC(=O)N1CCc2cc(S(=O)(=O)N3CCOCC3)ccc21 | 1% | -10% | 3%
COc1ccc(CNC(=O)Cc2cn(C)c3ccccc23)c(OC)c1 | · | -20% | -2%
Cc1sc2ncnc(NCC(c3ccco3)N3CCCC3)c2c1C (configuration not stated) | 3% | ? | ?
COCCOC(=O)C1=C(C)Nc2nc(C)nn2C1c1ccccc1 (configuration not stated) | 4% | -4% | -23%
COCCNS(=O)(=O)c1cccc2cccnc12 | 2% | -11% | 0%
O=C(c1ccccc1)N1N=C(c2ccccc2)CC1c1ccccc1 (configuration not stated) | · | ? | 2%
NC1=NC(=Nc2ccc(S(=O)(=O)N3CCOCC3)cc2)c2ccccc21 | 5% | -77% | ?
O=C(CN1CCCC1)Nc1ccc(OC(F)(F)F)cc1 | · | -27% | 5%
CCN(CC)S(=O)(=O)c1cccc(NC(=O)COC(=O)C2CC3C=CC2C3)c1 (configuration not stated) | -5% | -24% | ?
O=C(CSc1nc2ccccc2c(=O)n1CCCN1CCOCC1)c1c[nH]c2ccccc12 | 8% | ? | ?
CCCCOCCCNC(=O)N[C@H](C(=O)O)C(C)CC (some centres not stated) | 3% | 0% | -7%
O=C(NCc1cccnc1)c1ccc(NS(=O)(=O)c2ccccc2)cc1 | 3.5µM* | -24% | -17%
CC(C)N1CC2(CC(c3ccc(Cl)cc3Cl)=NO2)CN1C(=O)c1ccc(C(C)(C)C)cc1 (configuration not stated) | · | 12µM* | 15µM*
CCO[C@@H]1OC(C(=O)NCc2ccccc2)=C[C@H](c2ccccc2)[C@H]1CCCO | 4% | -55% | ?
CCOC(=O)c1ccc(N=Cc2nc(-c3ccccc3)oc2OC(C)=O)cc1 | 3% | 6.5µM* | 9.2µM*
CN1C(=O)C2(C(C#N)=C(N)Oc3c2oc(CO)cc3=O)c2ccccc21 (configuration not stated) | 0% | 0% | 8%
COC(=O)/C(=C\c1cc(OC)c(OC)c(OC)c1)c1nc2ccccc2[nH]1 | 0% | 16µM* | ?
CCCCCCCNc1cccc(C)c1 | 3% | -19% | -20%
O=C(c1ccco1)c1cn(CCOc2ccc(F)cc2)c2ccccc12 | -1% | ? | ?
O=C(Nc1cccc(/C=C/c2nc3ccccc3c(=O)[nH]2)c1)c1ccccc1Cl | 5% | 15µM* | 16µM*
O=C(N/N=C/c1ccc2c(c1)OCCO2)c1ccncc1 | 4% | -2% | -13%
COc1ccc(OC)c(C(=O)CN2C(=O)N(c3cc(C)cc(C)c3)S(=O)(=O)c3ccccc32)c1 | 4% | -5% | -1%
O=C(O)CCN1c2ccccc2Sc2ccccc21 | 3% | -15% | -2%
Cc1ccc2cc(C#N)c(SCC(=O)NNC(=O)Cc3ccccc3)nc2c1 | 6% | -14% | -17%
CC(C)(C)C1CCC(C(=O)Nc2nccs2)CC1 (configuration not stated) | 5% | 23µM* | ?
